Assay outcomes from PubChem BioAssay.
IDE exosite inh = exo-site inhibitors of human insulin-degrading enzyme | purified IDE, FL-6b probe fluorescence polarization; stronger effect = lower value | z-score at 20 µM | actives 6.3% (n = 17,000) | AID 1259349;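 active means z-score of -3 or lower, meaning strong loss of probe binding signal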;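 further: His-tagged human IDE residues 42-1019 made in E. coli with 30 nM FL-6b probe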
Target sequence (P14735 42-1019 limits assumed): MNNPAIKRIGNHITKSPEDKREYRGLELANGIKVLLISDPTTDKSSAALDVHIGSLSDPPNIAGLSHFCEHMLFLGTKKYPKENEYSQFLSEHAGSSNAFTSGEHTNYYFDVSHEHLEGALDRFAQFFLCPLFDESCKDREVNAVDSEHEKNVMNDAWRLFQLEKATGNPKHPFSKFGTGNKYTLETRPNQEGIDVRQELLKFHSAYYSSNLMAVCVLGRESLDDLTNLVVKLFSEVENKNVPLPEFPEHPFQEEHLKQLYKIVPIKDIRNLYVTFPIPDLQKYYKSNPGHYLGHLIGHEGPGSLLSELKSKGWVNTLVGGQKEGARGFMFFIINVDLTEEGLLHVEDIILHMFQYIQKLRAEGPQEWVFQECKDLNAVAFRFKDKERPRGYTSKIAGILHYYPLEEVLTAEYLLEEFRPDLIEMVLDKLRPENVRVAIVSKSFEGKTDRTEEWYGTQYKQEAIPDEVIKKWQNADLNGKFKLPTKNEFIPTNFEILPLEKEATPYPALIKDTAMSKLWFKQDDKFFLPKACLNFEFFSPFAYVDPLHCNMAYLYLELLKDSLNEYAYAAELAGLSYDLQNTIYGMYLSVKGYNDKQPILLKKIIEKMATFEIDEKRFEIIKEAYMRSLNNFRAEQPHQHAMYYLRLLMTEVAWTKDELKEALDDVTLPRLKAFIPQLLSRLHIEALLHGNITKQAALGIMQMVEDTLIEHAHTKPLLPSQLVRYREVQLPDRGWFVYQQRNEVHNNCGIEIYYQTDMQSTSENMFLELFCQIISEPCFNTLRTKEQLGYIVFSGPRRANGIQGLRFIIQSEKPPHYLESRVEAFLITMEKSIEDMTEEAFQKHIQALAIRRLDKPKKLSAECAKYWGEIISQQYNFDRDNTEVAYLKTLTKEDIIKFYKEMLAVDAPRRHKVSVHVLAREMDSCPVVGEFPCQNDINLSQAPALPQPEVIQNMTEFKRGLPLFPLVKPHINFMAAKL
Numbers without * were called inactive; & = joins results of further samples; ! = repeats disagree. Not all compounds are listed, so the mix of outcomes need not match the whole.

IDE exosite inh	Molecule
-0.765	Cc1ccccc1S(=O)(=O)N1CC(=O)N2[C@@H](CO)[C@@H](c3ccc(C#CC4CC4)cc3)[C@@H]2C1
0.431&1.91	CN(C)C(=O)c1cccc(-c2ccc(C3[C@H]4CNC[C@@H]3N4Cc3nccs3)cc2)c1 (some centres not stated)
0.677	O=C(C[C@H]1CC[C@H]2NC[C@H](O)COC[C@@H]2O1)Nc1nccs1
0.302	C[C@H]1CN([C@@H](C)CO)C(=O)c2cc(NC(=O)C3CC3)ccc2O[C@H]1CN(C)S(=O)(=O)c1ccccc1
-0.769	COc1ccc2c3c(n(C)c2c1)[C@H](CO)N(C)CC31CN(S(=O)(=O)c2cccc(C)c2)C1
-5.41*	CCS(=O)(=O)N1CC(=O)N2[C@H](CO)[C@@H](c3ccc(-c4ccccc4)cc3)[C@@H]2C1
-2.11	COc1ccc2c3c([nH]c2c1)[C@@H](CO)N(S(C)(=O)=O)CC31CN(C(=O)c2ccccc2)C1
-6.5*	O=C(NC1CCCC1)N1CC(=O)N2[C@@H](CO)[C@H](c3ccc(/C=C/c4ccccc4)cc3)[C@@H]2C1
2.57	N#C[C@@H]1[C@@H](c2ccc(-c3ccncc3)cc2)[C@@H](CO)N1C(=O)C1CCOCC1
0.672	COc1ccc(C#Cc2ccc([C@H]3[C@@H](CO)N4C(=O)CN(C(=O)c5ccncc5)C[C@@H]34)cc2)cc1
-0.622	O=C(c1ccccn1)N1CC2(C1)[C@H](c1ccccc1)[C@@H](CO)N2C(=O)C1CCCCC1
0.139	C[C@@H]1CN([C@@H](C)CO)C(=O)c2c(c3ccccc3n2C)-c2ccccc2CO[C@@H]1CN(C)C(=O)Nc1ccccc1C(F)(F)F
-0.534	CCC(=O)N1CC2(C1)[C@H](c1ccc(-c3ccccc3C)cc1)[C@H](CO)N2C(=O)CC
-0.255	COc1ccc(C[C@H]2CCn3cc(nn3)COC[C@H](C)NC2=O)cc1
2.78	COc1ccc(S(=O)(=O)N2CCCCN3[C@H](C2)[C@H](c2ccc(-c4cccnc4)cc2)[C@@H]3CO)cc1
1.02	COCC(=O)NC[C@@H]1[C@@H](c2ccccc2)[C@@H](CO)N1C(=O)c1ccccc1
-3.48*	O=C(c1ccc2c(c1)OCO2)N1CC(=O)N2[C@H](C1)[C@H](c1ccc(C#Cc3ccccc3)cc1)[C@@H]2CO
-0.754	O=C(c1cnccn1)N1CC(=O)N2[C@H](CO)[C@@H](c3ccc(-c4cccc(F)c4)cc3)[C@H]2C1
-2.09	CCc1cnc(N2[C@H](C#N)[C@H](c3ccc(-c4cccc(F)c4)cc3)[C@H]2CO)s1
2.31	CC(=O)N1[C@@H]2CN(C(=O)c3ccc(F)cc3)c3ccccc3[C@@H]2[C@@H]1CO
0.422	COCC(=O)Nc1ccc2c(c1)[C@@H]1C[C@H](CC(=O)N3CCOCC3)O[C@H](CO)[C@@H]1O2
-1.13	COc1ccc2c3c([nH]c2c1)[C@H](CO)N(Cc1ccc(F)cc1)CC31CN(C)C1
4.65	N#C[C@@H]1N[C@H](CO)[C@@H]1c1ccc(-c2ccccc2F)cc1
0.235	CCC(=O)NC[C@H]1[C@H](c2ccccc2)[C@H](CO)N1C(=O)C1CCC1
1.28	COc1ccc(S(=O)(=O)Nc2ccc3c(c2)CC(=O)N([C@@H](C)CO)C[C@@H](C)[C@H](CN(C)C(=O)Nc2c(C)noc2C)O3)cc1
1.2	C[C@@H]1COCc2cnnn2CC[C@@H](Cc2ccccc2)C(=O)N1
-0.0982	C[C@@H]1CN([C@@H](C)CO)S(=O)(=O)c2ccc(-c3ccncc3)cc2O[C@H]1CN(C)S(C)(=O)=O
-0.0373	Cc1noc(C)c1C(=O)N(C)C[C@@H]1OCc2ccccc2-c2ccccc2C(=O)N([C@@H](C)CO)C[C@H]1C
3.05	CCS(=O)(=O)N1[C@H](CO)[C@@H](c2ccc(C#CC(C)C)cc2)[C@@H]1C#N
-17.3*	Cc1ccccc1-c1ccc([C@H]2[C@@H](CO)N3C(=O)CN(C(=O)Cc4ccccn4)C[C@@H]23)cc1

2 entries from above, with bars between the fields:
molecule | IDE exosite inh
C[C@@H]1COCc2cnnn2CC[C@@H](Cc2ccccc2)C(=O)N1 | 1.2
CCC(=O)NC[C@H]1[C@H](c2ccccc2)[C@H](CO)N1C(=O)C1CCC1 | 0.235

(cont.)
IDE exosite inh	Molecule
-0.0596	CN(C[C@@H]1[C@@H](c2ccccc2)[C@H](CO)N1Cc1ccccn1)S(C)(=O)=O
0.442	COCC(=O)N1C[C@H]2[C@@H](c3ccccc31)[C@@H](CO)N2C(=O)c1ccccc1F
0.542	COCC(=O)Nc1ccc2c(c1)[C@H]1C[C@H](CC(=O)NCc3ccc4c(c3)OCO4)O[C@@H](CO)[C@H]1O2
1.83	Cc1ccccc1S(=O)(=O)N1CC[C@@H]2[C@H]1c1cc(-c3ccc(F)cc3)ccc1N[C@@H]2CO
0.52	COc1ccc(S(=O)(=O)N2C[C@H](O)COC[C@H]3O[C@H](CC(=O)N[C@@H]4CCN(Cc5ccccc5)C4)CC[C@@H]32)cc1
-0.858	O=C1CN(S(=O)(=O)Cc2ccccc2)C[C@@H]2[C@@H](c3ccc(C#CC4CC4)cc3)[C@H](CO)N12
2.82	CC(=O)N1CCCCN2[C@H](C1)[C@@H](c1ccc(Br)cc1)[C@@H]2CO
0.123	CN(C)C(=O)c1ccc(-c2ccc([C@@H]3[C@H](CO)N4C(=O)CN(C(=O)C5CCCC5)C[C@@H]34)cc2)cc1
2.36	CCCC#Cc1ccc([C@@H]2[C@@H](CO)N3CCCCN(S(=O)(=O)c4ccccc4C)C[C@@H]23)cc1
-0.593	O=C(C1CCCCC1)N1CC2(C1)[C@H](c1ccccc1)[C@H](CO)N2C(=O)c1cccnc1
-1.29	O=C(NC1CCCC1)N1CCCCN2[C@H](CO)[C@@H](c3ccc(-c4cccnc4)cc3)[C@@H]2C1
0.8	Fc1cccc(-c2ccc(C3[C@H]4CNC[C@@H]3N4CC3CCOCC3)cc2)c1 (some centres not stated)
-10.6*	Cc1cccc(-c2ccc([C@H]3[C@@H](CO)N4C(=O)CN(C(=O)Cc5ccccn5)C[C@@H]34)cc2)c1
-1.24	C[C@H](CO)N1C[C@H](C)[C@@H](CN(C)C(=O)CCC(F)(F)F)OCc2cnnn2CCCC1=O
-0.792&-0.514	O=C(CN1CCOCC1)N1C[C@@H]2N[C@H](C1)C2c1ccc(/C=C/c2ccccc2)cc1 (some centres not stated)
4.03	CC(C)CC#Cc1ccc([C@@H]2[C@H](CO)N3C(=O)CN(C(=O)Nc4ccc(F)cc4)C[C@@H]23)cc1
1.76	CN(C)CC#Cc1ccc([C@@H]2[C@@H](CO)N3C(=O)CN(C(=O)Cc4cccnc4)C[C@H]23)cc1
0.473	CCN1CC(=O)N2[C@@H](CO)[C@H](c3ccc(-c4ccccc4F)cc3)[C@@H]2C1
-3.88*!	CCCNC(=O)N1C[C@@H]2N[C@H](C1)C2c1ccc(-c2cccc(OC)c2)cc1 (some centres not stated)
0.605	O=C(c1cnccn1)N1CC(=O)N2[C@H](C1)[C@H](c1ccc(C#CCc3ccccc3)cc1)[C@@H]2CO
-0.522	CC(C)(O)C#Cc1ccc([C@H]2[C@H](CO)N3CCCCN(C(=O)c4ccc(F)cc4)C[C@@H]23)cc1
0.748	O=C(c1cccc(F)c1)N1CCCCN2[C@@H](CO)[C@@H](c3ccc(-c4cncnc4)cc3)[C@@H]2C1
-0.233	N#C[C@@H]1[C@H](c2ccc(C3=CCCCC3)cc2)[C@H](CO)N1S(=O)(=O)c1ccccc1
0.919	N#C[C@@H]1[C@@H](c2ccccc2-c2cccc(F)c2)[C@H](CO)N1C(=O)CN1CCOCC1
1.23	CCC(=O)NC[C@H]1[C@H](c2ccccc2)[C@@H](CO)N1C(=O)C1CC1
0.663	CS(=O)(=O)Nc1ccc2c(c1)[C@H]1C[C@@H](CC(=O)NCCc3ccccc3)O[C@H](CO)[C@H]1O2
2.12	CO[C@H]1CN(C)C(=O)c2cc(NC(=O)c3ccc(F)cc3)ccc2OC[C@H](C)N(C(=O)CC2CC2)C[C@@H]1C
-1.77	O=C(NC1CCCC1)N1CC(=O)N2[C@H](CO)[C@@H](c3ccc(-c4cccnc4)cc3)[C@H]2C1
0.52	O=C(C[C@@H]1CC[C@@H]2[C@H](COC[C@H](O)CN2Cc2ccc(Oc3ccccc3)cc2)O1)N1CCN(c2ccccc2)CC1
-0.233	CC(C)C#Cc1ccc([C@H]2[C@@H](C#N)N(C(=O)c3cccc(F)c3)[C@@H]2CO)cc1
0.0222	O=C1CN(S(=O)(=O)Cc2ccccc2)C[C@@H]2[C@H](c3ccc(C#CCC4CCCC4)cc3)[C@H](CO)N12
2.53	CN(C)C(=O)C[C@H]1C=C[C@H](NC(=O)c2ccc(F)cc2)[C@@H](CO)O1
1.41	CS(=O)(=O)N1Cc2cc(C(=O)O)nc(-c3cccc(-c4ccccc4F)c3)c2[C@H]1CCO
-0.154	O=C(c1ccncc1)N1CC(=O)N2[C@H](C1)[C@H](c1ccc(-c3ccccc3F)cc1)[C@@H]2CO
0.0193	COc1cccc(NC(=O)Nc2ccc3c(c2)C(=O)N(C)C[C@@H](OC)[C@H](C)CN(CC2CC2)[C@@H](C)CO3)c1
1.99	CCS(=O)(=O)N1CC2(C1)[C@H](c1ccccc1)[C@@H](CO)N2Cc1ccccn1
0.176	COCCN(C[C@H]1[C@H](c2ccccc2)[C@@H](CO)N1C(=O)C1CC1)C(C)=O
1.65	CN(C)CC#Cc1ccc([C@@H]2[C@H]3CN(C(=O)CN(C)C)CCCCN3[C@H]2CO)cc1
-3.01*	COc1ccc2c3c(n(C)c2c1)[C@H](CO)N(Cc1cccnc1)CC31CCN(C(=O)NC(C)C)CC1
2.24	N#C[C@@H]1[C@@H](c2ccccc2-c2ccc(F)cc2)[C@H](CO)N1C(=O)NC1CCCCC1
-0.307	CCC(=O)N1CC(=O)N2[C@H](CO)[C@@H](c3ccc(C#Cc4cccnc4)cc3)[C@@H]2C1
1.86	CN(C[C@H]1N[C@@H](CO)[C@H]1c1ccc(-c2cccc(F)c2)cc1)C(=O)CC1CC1
0.51	CCCC#Cc1ccc([C@@H]2[C@@H](CO)N3C(=O)CN(C(=O)c4cccc(F)c4)C[C@@H]23)cc1
-0.0959	CNC[C@H]1OCCCC[C@@H](C)Oc2ccc(NC(=O)Nc3ccc(OC)cc3)cc2C(=O)N([C@H](C)CO)C[C@@H]1C
-1.24	COc1ccc2c3c(n(C)c2c1)[C@H](CO)N(C(=O)Nc1ccc(F)cc1)CC31CN(Cc2ccccc2F)C1
-0.769	COc1ccc2c3c(n(C)c2c1)[C@@H](CO)N(C(=O)NC1CCCCC1)CC31CCN(C)CC1
-0.95	COc1ccc2c3c(n(C)c2c1)[C@@H](CO)N(C(=O)Nc1ccc(F)cc1)CC31CN(C(=O)c2cccnc2)C1
0.278	Cc1noc(C)c1S(=O)(=O)Nc1ccc2c(c1)C(=O)N([C@@H](C)CO)C[C@@H](C)[C@H](CN(C)C(=O)Nc1cccc3ccccc13)OCCCC[C@H](C)O2
-1.57	O=C(c1ccccc1F)N1CC(=O)N2[C@H](C1)[C@@H](c1ccc(C#Cc3ccccc3)cc1)[C@@H]2CO
1.28	CO[C@@H]1CN(C)C(=O)c2ccc(NC(=O)c3cccc(F)c3)cc2OC[C@H](C)NC[C@H]1C
0.985	CCC(=O)N1[C@H](CO)[C@H](c2ccccc2)[C@@H]1CNC(=O)CN1CCOCC1
2.94	COc1ccc(C#Cc2ccc3c(c2)[C@@H]2[C@@H](CCN2C(=O)c2cnccn2)[C@@H](CO)N3)cc1
-0.733	CCCN1CCC2(CC1)CN(Cc1ccc3c(c1)OCO3)[C@H](CO)c1[nH]c3cc(OC)ccc3c12
1.56	O=C(C1CCOCC1)N1CC[C@@H]2[C@@H](CO)Nc3ccc(-c4cccc(F)c4)cc3[C@@H]21
0.469	COc1ccc(S(=O)(=O)N(C)C[C@H]2Oc3c(cccc3N(C)C)C(=O)N([C@@H](C)CO)C[C@H]2C)cc1
1.69	N#C[C@H]1[C@@H](c2ccc(C#Cc3ccccc3F)cc2)[C@@H](CO)N1C(=O)C1CCCCC1
3.14	CN(C)C(=O)c1ccc(-c2ccccc2[C@H]2[C@H](C#N)N(C(=O)C3CCC3)[C@H]2CO)cc1
-1.01	Cc1ccc(S(=O)(=O)Nc2ccc3c(c2)C(=O)N([C@@H](C)CO)C[C@H](C)[C@@H](CN(C)S(=O)(=O)c2cccs2)OCCCC[C@@H](C)O3)cc1
0.752	COc1cccc(C#Cc2ccc([C@@H]3[C@H](CO)N4C(=O)CN(S(=O)(=O)c5ccccc5C)C[C@@H]34)cc2)c1
-1.14	O=C(Nc1ccccc1F)N1CC(=O)N2[C@H](CO)[C@@H](c3ccc(-c4cccnc4)cc3)[C@H]2C1

By substructure, those above with a cyano group.
IDE exosite inh	Molecule
2.57	N#C[C@@H]1[C@@H](c2ccc(-c3ccncc3)cc2)[C@@H](CO)N1C(=O)C1CCOCC1
-2.09	CCc1cnc(N2[C@H](C#N)[C@H](c3ccc(-c4cccc(F)c4)cc3)[C@H]2CO)s1
4.65	N#C[C@@H]1N[C@H](CO)[C@@H]1c1ccc(-c2ccccc2F)cc1
3.05	CCS(=O)(=O)N1[C@H](CO)[C@@H](c2ccc(C#CC(C)C)cc2)[C@@H]1C#N
-0.233	N#C[C@@H]1[C@H](c2ccc(C3=CCCCC3)cc2)[C@H](CO)N1S(=O)(=O)c1ccccc1
0.919	N#C[C@@H]1[C@@H](c2ccccc2-c2cccc(F)c2)[C@H](CO)N1C(=O)CN1CCOCC1
-0.233	CC(C)C#Cc1ccc([C@H]2[C@@H](C#N)N(C(=O)c3cccc(F)c3)[C@@H]2CO)cc1
2.24	N#C[C@@H]1[C@@H](c2ccccc2-c2ccc(F)cc2)[C@H](CO)N1C(=O)NC1CCCCC1
1.69	N#C[C@H]1[C@@H](c2ccc(C#Cc3ccccc3F)cc2)[C@@H](CO)N1C(=O)C1CCCCC1
3.14	CN(C)C(=O)c1ccc(-c2ccccc2[C@H]2[C@H](C#N)N(C(=O)C3CCC3)[C@H]2CO)cc1
